Assay outcomes (PubChem BioAssay)
M1 ag = agonists of human M1 muscarinic receptor | P11229 | CHO-K1 hM1, Fluo-8 calcium fluorescence, agonist mode; 0% DMSO, 100% acetylcholine EC100 | activation, % at 3 µM | 360,000 compounds, 0.33% hits | AID 588814;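 active = activation above the run's mean compound activation plus 3 SD, cut at about 16% in these data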;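 note: peak over basal fluorescence ratio within a 140 s kinetic read after compound addition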
Target sequence (P11229 whole entry, looked up): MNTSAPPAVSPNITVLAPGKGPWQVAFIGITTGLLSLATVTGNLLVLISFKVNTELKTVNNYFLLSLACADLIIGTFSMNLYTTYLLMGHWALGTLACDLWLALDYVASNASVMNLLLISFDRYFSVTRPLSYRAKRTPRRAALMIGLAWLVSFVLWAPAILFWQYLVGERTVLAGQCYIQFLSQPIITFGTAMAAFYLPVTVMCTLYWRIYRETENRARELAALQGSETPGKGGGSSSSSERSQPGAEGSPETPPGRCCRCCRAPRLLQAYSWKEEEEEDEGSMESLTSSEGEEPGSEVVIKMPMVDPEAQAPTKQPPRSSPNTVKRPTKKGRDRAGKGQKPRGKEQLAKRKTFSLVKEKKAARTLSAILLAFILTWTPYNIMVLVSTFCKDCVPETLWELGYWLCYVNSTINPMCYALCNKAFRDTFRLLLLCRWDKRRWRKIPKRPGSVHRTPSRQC
M1 PAM parental = nonselective activator or artifact in parental CHO-K1 calcium assay; AID 602247; activation, % at 3 µM; 360,000 compounds, 0.02% hits; ATP EC20, Fluo-8 calcium fluorescence; 0% at ATP EC20, 100% at ATP max;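 active = activation above the run cutoff, the mean activation of all test compounds plus 3 SD, cut at about 40% in these data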;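 note: peak over basal fluorescence ratio in a 140 s read after ATP addition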
TAAR1 antag = human TAAR1 antagonism; Q96RJ0; CHO RD-HGA16 TAAR1, Fluo-8 calcium fluorescence, antagonist; inhibition, % at 3 µM; 360,000 compounds, 1.5% hits;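 active = inhibition above a per-plate cutoff, the mean inhibition of test compounds on that plate plus 3 SD, cut at about 49% in these data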;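 note: 0% = DMSO plus EC80 beta-PEA response and 100% = DMSO alone without agonist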
Target sequence (Q96RJ0 whole entry, looked up): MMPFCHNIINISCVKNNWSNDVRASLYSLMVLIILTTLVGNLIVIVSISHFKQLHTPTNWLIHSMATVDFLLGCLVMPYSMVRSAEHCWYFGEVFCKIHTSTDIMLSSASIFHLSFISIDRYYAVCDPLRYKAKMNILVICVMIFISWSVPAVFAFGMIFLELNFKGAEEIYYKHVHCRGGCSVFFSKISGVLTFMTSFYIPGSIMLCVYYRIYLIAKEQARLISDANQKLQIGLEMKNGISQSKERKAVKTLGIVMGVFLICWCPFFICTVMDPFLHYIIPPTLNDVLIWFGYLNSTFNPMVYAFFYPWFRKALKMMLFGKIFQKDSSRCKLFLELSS
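Material: CHO RD-HGA16 cells bearing hTAAR1; compound dosing: one-point dosing, 3 µM nominal final; schedule: dye loading 75 min at 37 °C, then 30 min room temperature; measured by: calcium fluorescence with Fluo-8; control set: vehicle and agonist controls; replication: n of 1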
M1 ag parental = nonselective activator or artifact in parental CHO-K1 cells; Fluo-8 calcium fluorescence; scaled to maximal ATP response, vehicle zero; activation, % at 3 µM; 360,000 compounds, 0.48% hits; in the data active = activation above about 15%;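 note: untransfected CHO-K1 host cells lacking M1 receptor as counterscreen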
CHO parental Ca = counter-screen for OX1R antagonists: effect in parental CHO cells; 330,000 compounds, 0.63% hits; parental CHO-K1, ATP-induced calcium, Fluo-8 fluorescence; AID 463079; inhibition, % at 5.6 µM;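 active = inhibition above that plate's mean sample inhibition plus 3 SD, cut at about 26% in these data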;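 note: 0% = ATP-challenged DMSO wells and 100% = DMSO wells without ATP; some compounds past the cut are filed as inactive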
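Assay system – parental CHO cells · Reagent – ATP stimulus · Detection – intracellular calcium via Fluo-8 no-wash fluorescent dye · Evaluation – percent inhibition of ATP-evoked calcium rise, normalized to controls · Controls – ATP wells versus no-ATP DMSO wells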
TAAR1 ag = agonists of human TAAR1. activation, % at 3 µM. 360,000 compounds, 0.99% hits. CHO RD-HGA16 TAAR1, Fluo-8 calcium fluorescence; vehicle wells 0%, saturating PEA agonist 100%;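 active = activation above the mean activation of all test compounds in the run plus 3 SD, cut at about 38% in these data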
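Benchmarks: low control DMSO, high control PEA (EC100); System: CHO RD-HGA16 cells carrying human TAAR1 plus Gα16; Detection: Fluo-8 fluorescence, 5 s baseline then 140 s kinetic read; Schedule: 17-24 h plating, Fluo-8 75 min 37 °C, 30 min RT; Read-out basis: % activation from peak over basal fluorescence ratio, DMSO-to-PEA scaled.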
M1 PAM = potentiates human M1 receptor response to acetylcholine. P11229. CHO-K1 hM1, Fluo-8 calcium fluorescence, ACh EC20; 0% = ACh EC20, 100% = maximal ACh. activation, % at 3 µM. 360,000 compounds, 0.088% hits. AID 588819; in the data active = activation above about 19%, passing the limit was not always enough
CHRM1 antagonist = human CHRM1 antagonism. 360,000 compounds, 1.3% hits. inhibition, % at 3 µM. CHO-K1 hM1, Fluo-8 calcium fluorescence, ACh EC80 antagonist;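 active = percent inhibition above its own plate's cutoff, namely the mean of that plate's compound wells plus 3 SD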;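 note: peak over basal fluorescence ratio during 140 s after agonist addition; 0% = ACh EC80 plus DMSO and 100% = DMSO alone without agonist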
CHO-K1 Ca antag = M1 antagonist counterscreen hit in parental CHO-K1 cells. inhibition, % at 3 µM. 360,000 compounds, 0.6% hits. ATP-induced calcium, Fluo-8 fluorescence;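 active = inhibition above a per-plate cutoff, the plate's mean sample inhibition plus 3 SD, cut at about 24% in these data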;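 note: 0% = DMSO plus EC80 ATP and 100% = DMSO alone without ATP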
Numbers without * were called inactive. This is a random part of the collection. Share with any hit: about 4.4%.

Results for O=C(NCC1CCCCC1)C1CCCN(C(=O)NC2CCCCC2)C1 (stereo not drawn) ?
M1 ag: -1; M1 PAM parental: 11; TAAR1 antag: -3; M1 ag parental: -0.4; CHO parental Ca: -4; TAAR1 ag: 1; M1 PAM: 13; CHRM1 antagonist: -9; CHO-K1 Ca antag: -3

How did CCOC(=O)c1c(NC(=O)CCC(=O)N2CCOCC2)sc2c1CC(C)(C)OC2 do in these assays?
M1 ag: -2; M1 PAM parental: 17; TAAR1 antag: -6; M1 ag parental: 0.6; CHO parental Ca: -12; TAAR1 ag: -1; M1 PAM: 5; CHRM1 antagonist: -9; CHO-K1 Ca antag: -11

Results for CCCCOCCCNC(=O)C[C@@H]1C[C@@]2(C(=O)OCC)CCC=C2N(CCC2=CCCCC2)C1=O ?
M1 PAM parental: 25; TAAR1 antag: -29; M1 ag parental: -0.1; TAAR1 ag: 3; CHO-K1 Ca antag: -24

Results for CCOC(=O)C1(CCCc2ccccc2)CCN(C(=O)c2cncs2)CC1 ?
M1 ag: -1; M1 PAM parental: 17; TAAR1 antag: -3; M1 ag parental: 7.3; CHO parental Ca: -8; TAAR1 ag: 1; M1 PAM: 1; CHRM1 antagonist: -1; CHO-K1 Ca antag: -7

What do the screens show for `C[C@@H](NC(=O)c1nc[nH]c1C(=O)NCC(=O)OC(C)(C)C)c1ccccc1`?
M1 ag: -3; M1 PAM parental: 8; TAAR1 antag: 3; M1 ag parental: 0.1; CHO parental Ca: -15; TAAR1 ag: 6; M1 PAM: 2; CHRM1 antagonist: -11; CHO-K1 Ca antag: -9

What do the screens show for `Cc1c(NC(=O)Cc2cccs2)cccc1[N+](=O)[O-]`?
M1 ag: -11; M1 PAM parental: -13; TAAR1 antag: 6; M1 ag parental: 0.0; CHO parental Ca: -19; TAAR1 ag: 9; M1 PAM: 1; CHRM1 antagonist: 0; CHO-K1 Ca antag: 1

How did O=C(NCc1cccc(Cl)c1)c1ccc(N2CC3CC(C2)c2cccc(=O)n2C3)c(NC(=O)c2cccnc2)c1 (stereo not drawn) do in these assays?
M1 ag: -2; M1 PAM parental: 1; TAAR1 antag: -11; M1 ag parental: 0.1; CHO parental Ca: 3; TAAR1 ag: 3; M1 PAM: 1; CHRM1 antagonist: 2; CHO-K1 Ca antag: -8

How did CCC1Oc2ccc(Cl)cc2N(CC(=O)O)C1=O (stereo not drawn) do in these assays?
M1 ag: -3; M1 PAM parental: 20; M1 ag parental: 1.0; CHO parental Ca: -6; M1 PAM: 8; CHRM1 antagonist: -7; CHO-K1 Ca antag: -18

How did COc1ccc(C2CC(=O)NC(=O)C2)cc1 do in these assays?
M1 ag: -3; M1 PAM parental: -1; TAAR1 antag: -1; M1 ag parental: 0.7; TAAR1 ag: 0; M1 PAM: 4; CHRM1 antagonist: -11; CHO-K1 Ca antag: -3

Results for Cc1ccc(S(=O)(=O)N(CCC(=O)O)c2ccccc2)cc1 ?
M1 ag: -4; M1 PAM parental: 16; TAAR1 antag: 8; M1 ag parental: 3.1; CHO parental Ca: -5; TAAR1 ag: 3; M1 PAM: 2; CHRM1 antagonist: -9; CHO-K1 Ca antag: -7

What do the screens show for `CCc1ccc(NC(=O)Cc2cn(C)c3ccccc23)cc1`?
M1 ag: -3; M1 PAM parental: 21; TAAR1 antag: 13; M1 ag parental: 0.3; CHO parental Ca: 1; TAAR1 ag: 1; M1 PAM: 2; CHRM1 antagonist: -6; CHO-K1 Ca antag: -16

Results for NS(=O)(=O)c1ccc(CCNC(=O)CNC(=O)Cc2cccc3ccccc23)cc1 ?
M1 ag: -3; M1 PAM parental: 11; TAAR1 antag: -2; M1 ag parental: 6.5; CHO parental Ca: -7; TAAR1 ag: 1; M1 PAM: -10; CHRM1 antagonist: 6; CHO-K1 Ca antag: -5

How did COc1cc(CNC(=O)c2cccc(COc3ccc(Cl)cc3)c2)cc(OC)c1 do in these assays?
M1 ag: -5; M1 PAM parental: 5; TAAR1 antag: 33; M1 ag parental: 1.8; CHO parental Ca: -23; TAAR1 ag: 5; M1 PAM: -2; CHRM1 antagonist: 1; CHO-K1 Ca antag: 4

Results for CC1=NN(c2ccc(S(=O)(=O)O)cc2C)C(=O)C1 ?
M1 ag: -1; M1 PAM parental: 24; TAAR1 antag: -6; M1 ag parental: 0.9; CHO parental Ca: 0; TAAR1 ag: 10; M1 PAM: 7; CHRM1 antagonist: -11; CHO-K1 Ca antag: -18

What do the screens show for `Cc1cccc(-n2c(-c3ccncc3)n[nH]c2=S)c1`?
M1 ag: -3; M1 PAM parental: 19; TAAR1 antag: -19; M1 ag parental: 0.0; CHO parental Ca: -7; TAAR1 ag: 9; M1 PAM: 11; CHRM1 antagonist: -11; CHO-K1 Ca antag: -14

How did CC(NC(=O)CCn1c(=S)[nH]c2ccsc2c1=O)c1ccccc1 (stereo not drawn) do in these assays?
M1 ag: -2; M1 PAM parental: 3; TAAR1 antag: 14; M1 ag parental: 1.3; CHO parental Ca: -3; TAAR1 ag: 3; M1 PAM: 4; CHRM1 antagonist: 1; CHO-K1 Ca antag: -4

How did Oc1ccc(C[C@H]2CNCCN2CC2(c3ccccc3)CC2)cc1 do in these assays?
M1 ag: -2; M1 PAM parental: -5; TAAR1 antag: 0; M1 ag parental: -0.2; CHO parental Ca: -12; TAAR1 ag: 18; M1 PAM: 11; CHRM1 antagonist: -6; CHO-K1 Ca antag: -4

Results for O=C(Cc1ccccc1)NC1CCN(S(=O)(=O)c2cccc(F)c2)CC1 ?
M1 ag: -4; M1 PAM parental: 13; TAAR1 antag: -3; M1 ag parental: 0.9; CHO parental Ca: -11; TAAR1 ag: 3; M1 PAM: 11; CHRM1 antagonist: -6; CHO-K1 Ca antag: -5

What do the screens show for `CCn1c(SCc2ccc(OC)c(F)c2)nc2ccccc2c1=O`?
M1 ag: -5; M1 PAM parental: 17; TAAR1 antag: 22; M1 ag parental: 0.6; CHO parental Ca: -23; TAAR1 ag: 5; M1 PAM: -1; CHRM1 antagonist: -6; CHO-K1 Ca antag: -14

How did COc1ccc(-c2c(C#N)sc(C(N)=O)c2-c2ccc(OC)cc2)cc1 do in these assays?
M1 ag: -7; M1 PAM parental: 24; TAAR1 antag: -35; M1 ag parental: 3.7; CHO parental Ca: -12; TAAR1 ag: -2; M1 PAM: -5; CHRM1 antagonist: 3; CHO-K1 Ca antag: -12

Three compounds drawn at random from those above, as already listed:
What do the screens show for `CCn1c(SCc2ccc(OC)c(F)c2)nc2ccccc2c1=O`?
M1 ag: -5; M1 PAM parental: 17; TAAR1 antag: 22; M1 ag parental: 0.6; CHO parental Ca: -23; TAAR1 ag: 5; M1 PAM: -1; CHRM1 antagonist: -6; CHO-K1 Ca antag: -14

Results for O=C(Cc1ccccc1)NC1CCN(S(=O)(=O)c2cccc(F)c2)CC1 ?
M1 ag: -4; M1 PAM parental: 13; TAAR1 antag: -3; M1 ag parental: 0.9; CHO parental Ca: -11; TAAR1 ag: 3; M1 PAM: 11; CHRM1 antagonist: -6; CHO-K1 Ca antag: -5

How did COc1cc(CNC(=O)c2cccc(COc3ccc(Cl)cc3)c2)cc(OC)c1 do in these assays?
M1 ag: -5; M1 PAM parental: 5; TAAR1 antag: 33; M1 ag parental: 1.8; CHO parental Ca: -23; TAAR1 ag: 5; M1 PAM: -2; CHRM1 antagonist: 1; CHO-K1 Ca antag: 4

Further compounds:
Results for COc1cc(CCC(=O)N2CCN(c3ccc([N+](=O)[O-])cc3)CC2)cc(OC)c1OC ?
M1 ag: -7; M1 PAM parental: -4; TAAR1 antag: -42; M1 ag parental: 0.1; CHO parental Ca: -8; TAAR1 ag: 1; M1 PAM: 7; CHRM1 antagonist: -7; CHO-K1 Ca antag: -14

How did CCOC(=O)c1ccc[n+](CC(=O)Nc2ccccc2OC(F)F)c1 do in these assays?
M1 ag: -5; M1 PAM parental: 18; TAAR1 antag: -3; M1 ag parental: 0.4; CHO parental Ca: -13; TAAR1 ag: 7; M1 PAM: 8; CHRM1 antagonist: -10; CHO-K1 Ca antag: -19

What do the screens show for `COc1ccc(/C=N/NC(=O)c2ccn[nH]2)cc1CSc1ccccn1`?
M1 ag: -1; M1 PAM parental: 14; TAAR1 antag: 9; M1 ag parental: 2.8; CHO parental Ca: -13; TAAR1 ag: 4; M1 PAM: 6; CHRM1 antagonist: -9; CHO-K1 Ca antag: -9

Results for CCc1nnc(NC(=O)CCC(=O)N2CCN(c3ccccn3)CC2)s1 ?
M1 ag: -3; M1 PAM parental: 13; TAAR1 antag: -8; M1 ag parental: 0.4; CHO parental Ca: -6; TAAR1 ag: 8; M1 PAM: 7; CHRM1 antagonist: -4; CHO-K1 Ca antag: -12

Results for CCN(CC)C(=O)c1cccc(-c2csc(C(C)(O)c3ccc(F)c(F)c3)n2)c1 (stereo not drawn) ?
M1 ag: 3; M1 PAM parental: -3; M1 ag parental: 6.6; M1 PAM: -1; CHRM1 antagonist: 3; CHO-K1 Ca antag: 13

Results for COc1ccc(Nc2nc(-c3cccc([N+](=O)[O-])c3)nc3ccccc23)c(OC)c1 ?
M1 ag: -4; M1 PAM parental: 25; TAAR1 antag: 2; M1 ag parental: 1.0; CHO parental Ca: -7; TAAR1 ag: 2; M1 PAM: 5; CHRM1 antagonist: -3; CHO-K1 Ca antag: -15

How did Cc1cc(C)c(NC(=O)COC(=O)c2c(C)noc2C)c(Cl)c1 do in these assays?
M1 ag: -1; M1 PAM parental: 13; TAAR1 antag: -30; M1 ag parental: 2.2; CHO parental Ca: -20; TAAR1 ag: 1; M1 PAM: 7; CHRM1 antagonist: -4; CHO-K1 Ca antag: -4

What do the screens show for `COc1ccccc1CCC(=O)Nc1ccc(OC)c(S(=O)(=O)N2CCOCC2)c1`?
M1 ag: -4; M1 PAM parental: 12; TAAR1 antag: -16; M1 ag parental: 1.0; CHO parental Ca: -10; TAAR1 ag: 5; M1 PAM: 1; CHRM1 antagonist: 5; CHO-K1 Ca antag: -10

How did Cc1cc(NC(=O)CSc2ncccc2C(=O)O)no1 do in these assays?
M1 ag: -4; M1 PAM parental: 23; TAAR1 antag: -25; M1 ag parental: 1.0; CHO parental Ca: 8; TAAR1 ag: 5; M1 PAM: 12; CHRM1 antagonist: -16; CHO-K1 Ca antag: -18

Results for COc1ccc(S(=O)(=O)N2CCC(C(=O)NCC3CCCCC3)CC2)cc1 ?
M1 ag: -2; M1 PAM parental: -8; TAAR1 antag: -3; M1 ag parental: 0.8; CHO parental Ca: -12; TAAR1 ag: 2; M1 PAM: 7; CHRM1 antagonist: -8; CHO-K1 Ca antag: -9

What do the screens show for `COCCNC(=O)/C(C#N)=C/c1cccc(OCc2ccccc2)c1`?
M1 ag: -3; M1 PAM parental: 13; TAAR1 antag: -13; M1 ag parental: -0.4; CHO parental Ca: -20; TAAR1 ag: 5; M1 PAM: 0; CHRM1 antagonist: 3; CHO-K1 Ca antag: -10
